High-throughput results deposited in PubChem by several laboratories.
SRC2 inh: human SRC2 (NCOA2) inhibition; Q15596; HEK293 GAL4-SRC2 luciferase reporter, luminescence; inhibition, % at 9 µM; actives 0.17% (n = 370,000); AID 651957;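 active = inhibition above the mean inhibition of all tested compounds plus 3 SD, set per campaign, cut at about 52% in these data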;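 note: 0% = DMSO treated cells and 100% = cells given Gossypol at 36 µM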
N-glyco inh: blocks N-linked glycosylation in D54 reporter cells. D54 ERlucT glycosylation luciferase reporter, 24 h; percent of 100 nM tunicamycin response. reporter increase, % at 12.5 µM. actives 0.23% (n = 360,000). AID 588692;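 active = mean luciferase reporter signal, scaled so untreated is 0 and the glycosylation-blocking control 100, at or above a set limit in every replicate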;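 note: luciferase carries N-glycosylation sites so blocking glycosylation raises the light; 0% = median of neutral control wells and 100% = median of 100 nM tunicamycin wells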
Cardio protect: modulators protecting cardiomyocytes from myocardial damage. actives 0.63% (n = 360,000). protection from H2O2 cell death, % at 20 µM. H9c2 cardiomyocytes, H2O2 injury protection, ATPLite, 2 h. AID 588492;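 active = compounds giving at least 50% protection of heart cells from peroxide-induced death in the single-dose screen, raw or plate-pattern-corrected value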;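 note: 0% = DMSO wells with peroxide and 100% = DMSO wells without peroxide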
ABCB6 inh 2: human ABCB6 transporter inhibition; actives 0.19% (n = 360,000); fluorescence ratio to DMSO, % at 10 µM; AID 602162; Q9NP58; K562-ABCB6 porphyrin accumulation, flow cytometry, 1 h; hits give low values;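 active = fluorescence ratio to DMSO below 75%, the collection mean minus 3 SD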;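 note: signal is porphyrin accumulated inside mitochondria; 100% equals median channel fluorescence of DMSO control wells; lower ratio means ABCB6 inhibition with less porphyrin fluorescence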
MC4R barr agon: activates human MC4R beta-arrestin recruitment; P32245; U2OS MC4R beta-arrestin complementation, luminescence; percent of melanotan II response, DMSO zero; activation, % at 8.9 µM; actives 0.98% (n = 360,000); AID 540308;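 active = activation above a per-plate cutoff, the mean activation of sample wells on that plate plus 3 SD, cut at about 8% in these data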
Target sequence (P32245 whole entry, looked up): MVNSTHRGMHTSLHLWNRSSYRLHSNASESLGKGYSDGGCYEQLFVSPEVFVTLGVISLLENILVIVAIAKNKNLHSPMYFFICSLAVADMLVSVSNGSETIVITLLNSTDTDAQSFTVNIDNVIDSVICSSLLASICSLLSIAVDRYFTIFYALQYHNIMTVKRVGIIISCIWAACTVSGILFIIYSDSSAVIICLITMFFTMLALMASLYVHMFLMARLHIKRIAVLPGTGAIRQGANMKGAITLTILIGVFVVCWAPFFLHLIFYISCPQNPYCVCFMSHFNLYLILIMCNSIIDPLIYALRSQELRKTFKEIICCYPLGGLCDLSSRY
HTR2A ag: agonists of mouse serotonin 5-HT2A receptor (HTR2A). P35363. CHO-K1 mHTR2A beta-arrestin complementation, luminescence; percent of 30 µM serotonin response. activation, % at 7.6 µM. actives 0.66% (n = 360,000). AID 624169;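 active = activation above a run cutoff, the mean activation of all tested compounds plus 3 SD, cut at about 14% in these data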;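 note: 0% = plate median of compound wells and 100% = 30 µM serotonin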
TLR9-MyD88 block: TLR9-MyD88 interaction inhibition; AID 504734; inhibition, % at 4.98 µM; Q9NR96+Q99836; actives 0.21% (n = 340,000); CHO BLA complementation TLR9-MyD88, CCF4 FRET ratio;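 active = inhibition above the mean over all tested compounds plus 3 SD, cut at about 21% in these data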;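 note: 0% = DMSO only wells and 100% = clavulanate BLA inhibitor control wells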
MC4R antag cAMP: human MC4R antagonism in cAMP assay | MC4R-expressing cells, MTII-stimulated cAMP, LANCE TR-FRET | inhibition, % at 6.5 µM | actives 0.48% (n = 360,000);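 active = inhibition above its plate's cutoff, the mean of tested wells on that plate plus 3 SD, cut at about 29% in these data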;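 note: 0% = Melanotan II alone and 100% = Melanotan II plus saturating MCL0020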
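System: U2OS-MC4R stable cell line; Technique: Eu-cAMP/anti-cAMP TR-FRET, emission 671 nm; Repeats: single well per compound; Also added: Melanotan II; Dosing: one concentration, 6.5 µM nominal; Schedule: 30-min compound, 1-h challenge, 1-h detection, room temperature.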
ABHD5 PLIN5 PPI: blocks binding of human ABHD5 to perilipin-5 | Q00G26+Q8WTS1 | Split G. princeps luciferase complementation, luminescence, 4 h | inhibition, % at 4 µM | actives 0.78% (n = 360,000);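 active = inhibition above the mean inhibition across every tested compound plus 3 SD, cut at about 22% in these data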;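 note: 0% = DMSO only wells and the 100% control is not disclosed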
NOD2-RIPK2 inh: inhibitors of human NOD2-RIPK2 interaction; AID 624267; CHO BLA complementation NOD2-RIPK2, CCF4 ratio; inhibition, % at 4.98 µM; actives 0.38% (n = 360,000); O43353; in the data active = inhibition above about 21%;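 note: 0% = vehicle only and 100% = reference blocker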
Target sequence (O43353 whole entry, looked up): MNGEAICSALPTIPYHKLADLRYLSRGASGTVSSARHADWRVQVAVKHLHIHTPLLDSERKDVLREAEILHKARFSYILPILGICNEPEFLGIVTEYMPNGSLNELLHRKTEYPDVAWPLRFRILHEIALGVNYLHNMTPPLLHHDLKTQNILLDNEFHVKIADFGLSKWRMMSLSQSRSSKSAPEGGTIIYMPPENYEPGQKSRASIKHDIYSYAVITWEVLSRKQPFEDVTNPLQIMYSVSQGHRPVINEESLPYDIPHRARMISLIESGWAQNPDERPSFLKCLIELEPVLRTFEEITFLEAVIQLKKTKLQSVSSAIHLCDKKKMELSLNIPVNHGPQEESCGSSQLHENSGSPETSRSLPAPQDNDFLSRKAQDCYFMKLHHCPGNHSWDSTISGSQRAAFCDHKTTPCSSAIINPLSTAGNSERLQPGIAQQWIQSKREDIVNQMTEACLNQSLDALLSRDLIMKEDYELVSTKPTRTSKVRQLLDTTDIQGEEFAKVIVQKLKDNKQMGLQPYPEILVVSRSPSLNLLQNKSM
* = called active by the depositor; . = not tested or not shown. Only part of the results is shown; count on the stated rates, not on these rows.

SMILES	SRC2 inh	N-glyco inh	Cardio protect	ABCB6 inh 2	MC4R barr agon	HTR2A ag	TLR9-MyD88 block	MC4R antag cAMP	ABHD5 PLIN5 PPI	NOD2-RIPK2 inh
CCOC(=O)Nc1ccc(NS(=O)(=O)c2ccc(C)cc2)cc1	19	3	4	106	-2.5	-3	-1	-7	-3	14
S=c1[nH]nc(-c2ccco2)n1/N=C/C(Cl)=C/c1ccccc1	-48	-1	1	99	-0.7	-9	-2	-2	9	0
CCCN(CCC)CCCNC(=O)Cn1cnc2sc(C)c(S(=O)(=O)N3CCOCC3)c2c1=O	6	0	6	94	-1.5	-3	-3	0	0	-1
O=C(NCC1CCS(=O)(=O)C1)Oc1ccccc1 (stereo not given)	-1	3	-2	95	-0.8	2	7	-2	-3	-5
O=C1CN(S(=O)(=O)c2ccc(Cl)cc2)CC(=O)N1CCc1ccccc1	-28	1	0	100	0.7	-3	-7	1	3	1
COc1ccc(O)c(C(=O)c2cnn(C(=O)c3cc(C)oc3C)c2)c1	4	-1	1	105	1.9	3	-1	2	-1	3
COc1ccccc1OCc1nc2ccccc2s1	-30	-17	-21	103	1.9	-1	-11	-11	0	1
COc1cccc(CNC(=O)[C@@H](C)N2C(=O)N3CCc4c([nH]c5ccc(OC)cc45)C3(C)C2=O)c1 (stereo not given in full)	-11	-1	-7	97	-0.9	0	7	19	-4	3
Cc1cn(CCC(=O)Nc2ccc(N3CCOCC3)cc2)c2ccccc12	-10	1	-1	94	0.0	13	-10	-4	7	-9
COc1ccccc1NC1CCCCC1NS(=O)(=O)c1ccccc1 (stereo not given)	-12	1	-1	102	0.4	-1	-9	7	-8	0
O=C1CCC(=O)N1c1ccc(NC2CCN(Cc3ccccc3)CC2)c([N+](=O)[O-])c1	-24	1	4	100	-2.0	-4	0	-1	-1	-6
Cc1cccc(NC(=O)c2nc[nH]c2C(=O)NCC(=O)OC(C)(C)C)c1	-7	3	11	101	6.1	-5	-5	8	-6	-7
CC(OC(=O)c1ccco1)C(=O)NC1CCCCC1 (stereo not given)	-25	3	4	99	-0.9	-3	0	0	-6	-8
Cc1oc(C(C)(C)C)cc1C(=O)NCc1ccc2c(c1)OCO2	-4	-2	-4	100	2.0	0	1	8	-5	-10
Cc1cc(C)cc(NC(=O)CSc2nc(N)c(NC(=O)c3cccs3)c(=O)[nH]2)c1	21	2	3	98	0.0	6	-12	-3	4	-2
Cc1nc2ccc(NC(=O)C(F)(F)F)cc2o1	-1	1	1	99	-1.1	0	12	7	0	0
O=C(Nc1nc2ccc([N+](=O)[O-])cc2s1)c1ccncc1	-54	-2	-18	93	-3.5	-1	3	16	-1	4
O=C(c1cccc2ccccc12)N1CCN(CC2CC=CCC2)CC1 (stereo not given)	-6	-4	2	100	0.5	0	5	-1	-1	7
COCCn1c(COc2ccccc2)nnc1SCC(N)=O	12	2	0	108	-0.4	-2	8	12	8	-16
CC(=O)c1cccc(NC(=O)CN(C)Cc2ccc(OC(F)F)cc2)c1	5	-1	-6	102	-1.7	2	2	13	-2	4
O=C1NC(Cc2ccccc2)c2nc3ccccc3c(=O)n2-c2ncccc21 (stereo not given)	-17	1	8	101	-0.2	-1	-3	10	-4	2
COc1ccc(N=C2SCC(c3ccccc3)=NN2C)cc1	-57	3	-14	93	0.7	3	-4	-5	-3	4
CC1(C)CC(=O)C=C(c2n[nH]nc2C2=CCCCC2)C1	8	1	7	98	0.1	4	-2	10	9	-7
Oc1ccc(/C=N/Nc2nc(-c3ccccc3F)nc3ccccc23)c(O)c1	-2	-10	12	97	-0.4	8	-8	1	9	-5
CN(C(=O)c1ccc2c(c1)CCO2)C(C)(C)C	3	2	-3	96	-0.2	2	.	3	0	-1
COc1ccc(CNc2ccc3cn[nH]c3c2)c(OC)c1OC	6	9	7	101	-0.7	-7	8	-6	-28	1
CCOc1ccc(NS(=O)(=O)c2ccc3c(c2)CCN3C(C)=O)cc1	-15	0	-13	94	1.5	4	-18	11	2	-10
O=C(/C=C/c1ccc(Cl)c(Cl)c1)N1CCOCC1	-56	1	0	100	-1.3	3	-6	0	3	-1
C/C(=N\NC(=O)CN1CCN(Cc2ccc(C)cc2)CC1)c1ccncc1	15	4	2	102	-1.5	-1	-1	4	-2	0
Cc1ccccc1-n1ncc2c1CC(C)(C)CC2NC(=O)c1cn[nH]c1C (stereo not given)	8	-2	-1	97	-2.2	0	-4	-3	0	-9
COc1ccc(CNC(=O)Cn2nc(-c3ccc4c(c3)OCCO4)ccc2=O)cc1	-33	-2	4	93	-2.0	-2	4	10	13	9
O=C(O)c1ccc(/C=N/Nc2cccc(C(F)(F)F)c2)cc1	-38	3	-5	103	-0.8	8	9	13	-3	-3
Cc1ccc(/C=C2\C(=N)N3N=C(CC(=O)N4CCCCC4)SC3=NC2=O)cc1	-5	-1	-4	101	-3.7	7	1	-2	16	-6
CC(C)NC(=O)CC(=O)N/N=C/c1ccccc1F	-19	1	4	99	-0.7	-1	1	2	-1	5
O=C(NCCC1CCCCN1S(=O)(=O)c1ccccc1)C(=O)NCc1ccccc1 (stereo not given)	-5	0	-5	96	-1.0	-3	6	-5	-6	-10
N#C/C(=N\Nc1ccc(S(=O)(=O)N2CCc3ccccc32)cc1)C(N)=S	3	-1	-28	111	-3.4	0	5	0	-1	-5
O=C1C(Cc2cccc([N+](=O)[O-])c2)S/C(=N/N=C/c2ccco2)N1c1ccccc1 (stereo not given)	5	1	-7	96	-1.4	-3	-12	5	-2	-11
CCOC(=O)N1CCN(c2nc(C)c3c(n2)CCCC3=O)CC1	-49	4	8	100	-0.2	10	-5	7	2	1
NC(=O)N/N=C/c1c(F)cccc1F	22	0	2	90	2.0	-1	4	-2	14	11
O=S(=O)(NCc1csc(-c2cccs2)n1)c1cccc(C(F)(F)F)c1	4	-1	-4	95	5.4	-4	-4	-1	1	2
O=S(=O)(c1ccccc1)[C@@]1(c2ccccc2)C[C@@H]2ON=C(c3cccc(Br)c3)[C@@H]2C1	-8	-8	-7	99	-1.1	-9	-3	6	1	6
Cc1cc(C)c(S(=O)(=O)Nc2ccnc(-c3cccnc3)n2)c(C)c1	-2	2	8	94	-1.9	-2	-12	3	-9	9
CCCC1(c2ccccc2)NC(=O)N(CCN2C(=O)c3ccccc3C2=O)C1=O (stereo not given)	.	-1	8	101	-1.8	0	7	4	-2	3
Cc1ccccc1C(=O)Nc1cc(C(F)(F)F)ccc1-n1cncn1	-15	1	-3	97	-0.9	0	8	-2	8	10
O=[N+]([O-])c1cc(S(=O)(=O)Nc2ccccc2)ccc1N1CCN(c2ccccc2)CC1	11	-7	-22	97	-1.6	1	-9	4	5	5

4 compounds picked at random from those above:
SMILES	SRC2 inh	N-glyco inh	Cardio protect	ABCB6 inh 2	MC4R barr agon	HTR2A ag	TLR9-MyD88 block	MC4R antag cAMP	ABHD5 PLIN5 PPI	NOD2-RIPK2 inh
O=C1C(Cc2cccc([N+](=O)[O-])c2)S/C(=N/N=C/c2ccco2)N1c1ccccc1 (stereo not given)	5	1	-7	96	-1.4	-3	-12	5	-2	-11
O=[N+]([O-])c1cc(S(=O)(=O)Nc2ccccc2)ccc1N1CCN(c2ccccc2)CC1	11	-7	-22	97	-1.6	1	-9	4	5	5
Cc1ccccc1C(=O)Nc1cc(C(F)(F)F)ccc1-n1cncn1	-15	1	-3	97	-0.9	0	8	-2	8	10
Cc1cc(C)c(S(=O)(=O)Nc2ccnc(-c3cccnc3)n2)c(C)c1	-2	2	8	94	-1.9	-2	-12	3	-9	9

(listing goes on)
SMILES	SRC2 inh	N-glyco inh	Cardio protect	ABCB6 inh 2	MC4R barr agon	HTR2A ag	TLR9-MyD88 block	MC4R antag cAMP	ABHD5 PLIN5 PPI	NOD2-RIPK2 inh
CCc1ccc(CN2CCN(C(=O)c3ccco3)CC2)cc1	-14	-3	-1	93	-0.6	15*	-11	-5	0	-3
CCS(=O)(=O)C1=NN2C(=N)/C(=C\c3ccc(OC(=O)c4ccco4)c(OC)c3)C(=O)N=C2S1	-12	2	1	89	-1.6	2	5	0	0	-8
CCOc1cccc(CNc2ccc(O)cc2)c1OCc1ccc(Cl)cc1Cl	5	8	-16	98	0.3	-5	4	-11	-51	-1
O=C(NC[C@@H]1CCCO1)c1cccc2c1C(=O)c1ccc(Cl)cc1S2(=O)=O	-2	1	4	96	-1.6	0	-5	10	-3	5
O=C(CNC(=O)c1nc[nH]c1C(=O)N1CCN(c2ccccc2)CC1)OCc1ccccc1	5	2	11	95	-0.1	-2	-3	3	-26	-15
CCOCCc1nnc(NC(=O)c2cccs2)s1	-32	1	4	102	1.0	0	9	-2	3	-7
CCN(CC)C(CNS(=O)(=O)c1ccc(Cl)cc1)c1ccccc1 (stereo not given)	20	-3	6	101	-0.2	-3	0	5	-6	6
C=CCOC(=O)C1=C(C)NC(C)=C(C(=O)OCC=C)C1/C=C/c1ccccc1	-29	0	-4	95	-1.7	-4	-12	1	-9	-6
O=C(COC(=O)C(c1ccccc1)c1ccccc1)NCc1ccco1	12	-2	-8	100	-2.5	12	-3	9	3	-15
CC1CC(C)CN(C(=O)COC(=O)c2ccc3ncsc3c2)C1 (stereo not given)	-13	1	3	103	-0.1	9	0	3	2	-2
CCOC(=O)[C@H]1[C@H]2COc3ccc(C)cc3[C@@H]2N2C(=O)c3ccccc3NC(=O)[C@@]12C	-27	0	16	100	0.7	-2	-4	6	-4	-1
CCCc1c(C(=O)Nc2ccc(F)cc2)cnn1-c1ccccc1	-29	-3	-5	104	2.9	1	-7	14	-5	-3
CC(C)(C)Cc1nnc(NS(C)(=O)=O)s1	-21	1	-2	103	0.5	-4	-4	3	6	4
C#CCOCCOCCOCCNc1nc(N2CCN(C(=O)[C@H](Cc3cc4ccccc4[nH]3)n3cc(C(N)CC(C)C)nn3)CC2)nc(N2CCN(C(=O)[C@H](CCC(=O)O)n3cc(C(N)[C@H](C)CC)nn3)CC2)n1 (stereo not given in full)	.	1	10	102	0.0	2	1	2	10	-12
C[C@H]1CN(C2CCCCC2)C(=O)[C@@H]1CC(=O)Nc1ccc(Br)cc1	-23	1	-4	104	0.3	-1	5	-1	-4	-13
COc1ccc(C2=NN(C(=O)CSC3=NN4CCCC(=O)N=C4S3)C(c3cccc(OC)c3OC)C2)cc1 (stereo not given)	3	0	1	86	-1.2	8	7	8	0	-11
CN1C(=O)/C(=C/C=C2/CCCN2C)N(C)C1=S	-12	3	1	96	-0.6	0	-2	-18	-11	-6
Cc1c(-c2ccccc2)nc(N)c(C#N)c1-c1cccnc1	19	0	0	100	-1.6	5	0	17	-5	-6
COc1ccc(N2C(=O)CSC23C(=O)N2c4c(cccc43)C(C)=CC2(C)C)cc1 (stereo not given)	6	-7	-11	104	2.5	-3	2	2	2	-1
CCCN(CCC)C(=O)c1cc2c(=O)n3cccc(C)c3nc2s1	-12	-2	3	100	0.9	8	-7	-3	-5	-4
